Screening results deposited in PubChem by The Scripps Research Institute Molecular Screening Center.
GPR151 ag: activators of human GPR151, primary screen, cell-based, PathHunter beta-arrestin, luminescence. G-protein coupled receptor 151 (Homo sapiens), Q8TDV0. 650,000 compounds, 1% hits. PathHunter beta-arrestin GPR151 cells. activation, % at 11.2 µM; in the data active means activation above about 4.9%;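 further: 0% = median of compound wells and 100% = cells with positive control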
Target sequence (Q8TDV0 whole entry, looked up): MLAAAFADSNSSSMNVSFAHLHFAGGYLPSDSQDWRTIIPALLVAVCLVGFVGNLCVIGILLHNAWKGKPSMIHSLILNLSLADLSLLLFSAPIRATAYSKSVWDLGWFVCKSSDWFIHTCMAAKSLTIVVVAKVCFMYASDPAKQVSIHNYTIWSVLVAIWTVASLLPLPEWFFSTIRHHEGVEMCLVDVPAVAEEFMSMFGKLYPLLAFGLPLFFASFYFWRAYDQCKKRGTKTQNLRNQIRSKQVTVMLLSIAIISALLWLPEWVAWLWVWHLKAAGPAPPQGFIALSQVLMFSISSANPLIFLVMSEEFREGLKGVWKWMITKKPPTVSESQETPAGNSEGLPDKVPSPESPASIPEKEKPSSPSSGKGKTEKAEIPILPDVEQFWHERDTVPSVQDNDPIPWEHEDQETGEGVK
MITF inh: MITF inhibitors, primary screen, biochemical, AlphaScreen, human; AlphaScreen MITF homodimerization, bead proximity signal; Microphthalmia-associated transcription factor (Homo sapiens), O75030; inhibition, % at 2.6 µM; AID 1259374, 2018; 650,000 compounds, 0.91% hits; in the data active means inhibition above about 50%;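 further: 0% = vehicle wells with protein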
TEAD-YAP block: TEAD-YAP interaction inhibition, primary screen, TEAD-YAP interaction inhibitor project, luminescence, HEK-TIYL cells; AID 1259422, 2018; 640,000 compounds, 1.4% hits; inhibition, % at 9.12 µM; TEAD-Gal4/YAP UAS-luciferase luminescence; in the data active means inhibition above about 32%;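 further: 0% = median of test compound wells and 100% = reference inhibitor wells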
FBW7 act: FBW7 E3 ligase activators, primary screen, biochemical, AlphaScreen, human; AID 1259310, 2017; F-box/WD repeat-containing protein 7 (Homo sapiens), Q969H0; AlphaScreen FBW7–phospho-cyclin E peptide binding, activator screen; 650,000 compounds, 0.13% hits; normalized activity (activation), % at 26.1 µM; in the data active means normalized activity above about 1.9%;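 further: purified mutant Fbw7 with reduced substrate affinity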
Target sequence (Q969H0 whole entry, looked up): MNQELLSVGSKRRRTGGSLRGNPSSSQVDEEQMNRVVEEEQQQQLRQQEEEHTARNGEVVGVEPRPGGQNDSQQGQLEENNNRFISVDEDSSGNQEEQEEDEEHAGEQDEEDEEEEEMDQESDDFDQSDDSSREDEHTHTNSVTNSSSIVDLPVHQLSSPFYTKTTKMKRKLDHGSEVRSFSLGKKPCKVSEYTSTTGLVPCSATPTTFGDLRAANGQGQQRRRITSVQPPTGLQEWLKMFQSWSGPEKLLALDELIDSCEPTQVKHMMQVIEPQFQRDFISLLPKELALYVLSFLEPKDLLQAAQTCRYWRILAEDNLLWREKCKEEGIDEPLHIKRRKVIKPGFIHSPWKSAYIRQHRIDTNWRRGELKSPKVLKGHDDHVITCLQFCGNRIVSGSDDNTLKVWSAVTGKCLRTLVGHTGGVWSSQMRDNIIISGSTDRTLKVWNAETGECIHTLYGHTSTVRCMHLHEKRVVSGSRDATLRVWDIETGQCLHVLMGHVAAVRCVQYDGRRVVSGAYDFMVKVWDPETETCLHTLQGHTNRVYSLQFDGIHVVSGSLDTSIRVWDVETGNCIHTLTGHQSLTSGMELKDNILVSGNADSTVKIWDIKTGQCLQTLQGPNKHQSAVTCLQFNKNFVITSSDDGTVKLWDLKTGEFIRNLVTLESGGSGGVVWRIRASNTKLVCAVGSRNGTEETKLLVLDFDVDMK
Starred values were filed as active, the others as inactive.

SMILES	GPR151 ag	MITF inh	TEAD-YAP block	FBW7 act
O=C(c1ccc2c(=O)n(CCC3=CCCCC3)c(=S)[nH]c2c1)N1CCC(O)(c2cccc(C(F)(F)F)c2)CC1	0.3	-9	6	0.0
O=[N+]([O-])c1ccccc1/C=C/C=N/NS(=O)(=O)c1ccc(Br)cc1	1.0	18	9	0.0
O=C(c1ccc(-n2c(=S)[nH]c3ccccc3c2=O)cc1)N1CCN(c2cccc(Cl)c2)CC1	1.0	0	10	0.1
CCOc1ccc(C(CC(=O)O)NC(=O)c2ccccc2F)cc1 (stereo not given)	-0.3	-6	2	-0.2
Cc1ccccc1Oc1nc2ccccn2c(=O)c1/C=C(\C#N)C(=O)NCC1CCCO1 (stereo not given)	-3.3	8	19	0.1
Cc1nn(CC(=O)Nc2ccc(S(N)(=O)=O)cc2)c(=O)c2ccccc12	-0.3	3	5	-0.4
COc1ccc(-c2cncc(-c3ccc(NC(C)=O)cc3)n2)cc1	-0.6	12	-27	0.0
CC(=O)c1sc(NC(=O)c2ccc(S(=O)(=O)N3CC(C)CC(C)C3)cc2)nc1C (stereo not given)	-0.7	7	7	0.2
O=C1CCC(=O)N1c1cc([N+](=O)[O-])ccc1F	-0.9	13	10	-0.1
Cc1cccc(N/C(=N\c2nc(C)cc(C)n2)NC(=O)Nc2ccc(Cl)c(Cl)c2)c1	2.1	4	22	0.0
Cc1ccccc1C1=NC(c2ccccc2C)ON1 (stereo not given)	-0.9	1	-12	0.0
O=c1[nH]c(=O)n(-c2cccc(Cl)c2)c(O)c1C=NCc1ccc(F)cc1	0.7	-3	-1	0.0
Nc1nc(NC(=O)CCCC(=O)O)nn1-c1ccccc1	0.7	-4	0	-0.5
CC(C)CN1CCC(CN(C)C(=O)CCc2nnc(-c3ccc4c(c3)OCO4)o2)CC1	-0.1	0	-3	-0.1
COc1ccccc1NC(=O)N1C(C(=O)NCC2CCCO2)CSC1c1ccccc1 (stereo not given)	-0.5	7	14	0.7
Cc1ccc(C(=O)Nc2c3c(nn2-c2cc(C)cc(C)c2)CSC3)cc1	0.3	-2	-11	0.0
CCOc1ccc(-n2c(=S)sc3c(=O)n(-c4ccccc4)c(SCC(=O)N4CCN(c5ccccc5OC)CC4)nc32)cc1	-0.1	3	8	-0.1
c1nc2nc(N3CCC(N4CCOCC4)CC3)nc(Nc3ccc4c(c3)OCO4)c2[nH]1	-1.1	-8	-6	-0.1
COc1ccc(CCN=C(Nc2ccccc2)SC2CC(=O)NC2=O)cc1OC (stereo not given)	0.1	30	6	0.2
CN(Cc1ccccc1)c1ccnc2c(-c3cccnc3)cnn12	0.5	-29	-46	0.0
CCOC(=O)c1c(SCc2ccccc2)nc(=O)[nH]c1C	-1.5	-16	-3	-0.5
O=C(CSc1nnc(-c2ccc(Br)cc2)o1)N1CCCCCC1	-0.8	12	-10	0.0
O=C(COC(=O)c1ccc([N+](=O)[O-])o1)c1ccccc1	2.9	4	15	0.3
COc1ccc(NC(=O)CC2C(=O)N(c3ccccc3)C(=S)N2CCCN2CCOCC2)cc1 (stereo not given)	0.5	10	-3	0.1
COc1ccc(Cc2nn3c(Cc4ccccc4)nnc3s2)cc1	-0.5	3	11	0.0
Cc1nc2sc3c(c2c(=O)n1CC(=O)NCc1ccccc1)CCCC3	0.6	17	-13	-0.1
Clc1ccc(Nc2nc(NCc3ccco3)c3ccccc3n2)cc1	0.5	-3	0	-0.1
CC(C(=O)O)N1C(=O)C2CCCCC2C1=O (stereo not given)	-1.6	-7	1	-0.1
CCOC(=O)C1=C(C)N=c2s/c(=C\c3cn(-c4ccccc4)nc3-c3ccccc3)c(=O)n2C1c1ccc(OC(C)=O)cc1 (stereo not given)	0.4	0	-10	-0.1
COc1cccc(N2C(=O)c3ccncc3C2=O)c1	-1.1	-4	-5	-0.1
CCOC(=O)C1CCN(CNC(=O)c2ccc(Cl)cc2)CC1	-0.6	13	-2	-0.1
COC(=O)c1sc(NC2=NS(=O)(=O)c3ccccc32)c(C(=O)OC)c1C	1.3	4	-1	-0.2
COc1ccc(CCNC(=S)NS(=O)(=O)c2ccc(C)cc2)cc1OC	-0.2	4	-12	-0.1
CN1CCN(C(=O)c2ccc(-c3nc(NCc4cccnc4)c4ncn(C5CCCCC5)c4n3)cc2)CC1	-0.4	12	11	-0.2
Cc1ccsc1C1C(C#N)=C(N)N(N(C)C)C2=C1C(=O)CC(c1ccccc1)C2 (stereo not given)	-2.3	-5	14	0.0
O=C(CSc1nncc(=O)[nH]1)Nc1ccc(Cl)cc1	3.9	3	15	-0.1
CC(=O)c1ccc(N2C3=C(CC4=C2CC(C)(C)CC4=O)C(=O)CC(C)(C)C3)cc1	0.4	-6	-5	0.0
CCOc1ccc(NC(=O)Cn2c(=O)oc3ccccc32)cc1	0.2	-12	-3	-0.1
COc1ccc(C(=O)OCC(=O)NCC2CCCO2)cc1 (stereo not given)	-1.7	0	-3	0.0
CC(C)N[C@H]1C[C@@H](C(=O)NCCc2ccc3c(c2)OCO3)N(Cc2cccc(Cl)c2)C1	1.6	9	1	0.1

Record cards (already shown). Order of screens: GPR151 ag, MITF inh, TEAD-YAP block, FBW7 act
CN1CCN(C(=O)c2ccc(-c3nc(NCc4cccnc4)c4ncn(C5CCCCC5)c4n3)cc2)CC1 as listed: -0.4, 12, 11, -0.2
COc1ccc(CCNC(=S)NS(=O)(=O)c2ccc(C)cc2)cc1OC as listed: -0.2, 4, -12, -0.1
COC(=O)c1sc(NC2=NS(=O)(=O)c3ccccc32)c(C(=O)OC)c1C as listed: 1.3, 4, -1, -0.2
CC(=O)c1ccc(N2C3=C(CC4=C2CC(C)(C)CC4=O)C(=O)CC(C)(C)C3)cc1 as listed: 0.4, -6, -5, 0.0
O=C(CSc1nncc(=O)[nH]1)Nc1ccc(Cl)cc1 as listed: 3.9, 3, 15, -0.1

(continued)
SMILES	GPR151 ag	MITF inh	TEAD-YAP block	FBW7 act
CCOc1ccc(NC2c3ccccc3C(=O)N2c2cccnc2)cc1 (stereo not given)	-0.3	-10	-12	0.0
Cc1nnc(NC(=O)c2sc(NC(=O)c3cccs3)nc2C)s1	-0.3	0	3	0.1
CCCOC(=O)c1c(NC(=O)c2cc(-c3ccc(CC)cc3)nc3ccccc23)sc2c1CCCCC2	1.1	1	5	0.0
O=C(c1ccc(Cn2cc([N+](=O)[O-])cn2)cc1)N1CCSCC1	-0.3	16	2	0.0
CC1=C(C(N)=O)C(c2cccc(Br)c2)n2nnnc2N1 (stereo not given)	0.3	-2	1	0.0
O=C(CCC(=O)c1cccs1)OCc1ccccc1	-0.8	10	5	0.3
Cc1[nH]c2ccccc2c1C(=O)C(=O)NCc1ccc2c(c1)OCO2	-0.5	24	5	0.5
O=S(=O)(c1cccc2nonc12)N1CCCC1	0.9	13	3	0.0
Cc1nnc(SCC(=O)NNC(=O)c2ccc(Cl)cc2)s1	-0.4	-16	7	-0.1
CC(C)[C@H](N)Cn1nc(C2CC2)ccc1=O	-0.9	-12	-5	0.1
Cc1ccc(OC(=O)c2cc(S(=O)(=O)N3CCOCC3)c(Cl)cc2Cl)c(-n2nc3ccccc3n2)c1	0.1	0	8	-0.1
COc1ccc(NC(=S)NCc2cccs2)c(OC)c1	-0.7	2	-5	0.1
Nc1nc(SCc2ccccn2)nn1Cc1ccccc1F	0.4	5	-7	-0.1
O=C(Nc1ccccc1F)c1sc(=S)n2c1[nH]c(=O)c1sccc12	0.4	-13	-1	0.1
C/C(=N/NC(=O)Cc1ccc(Cl)cc1)c1ccccn1	0.5	4	6	0.1
CCSc1nc2sc3c(c2c(=O)n1CC)CCc1ccccc1-3	-0.3	-2	-10	-0.1
CCc1cn(S(=O)(=O)c2ccccc2OC)nc1N	-0.1	-10	-13	-0.2
Cc1ccc2oc(C(=O)Nc3ccccc3F)cc(=O)c2c1	0.0	-3	5	0.4
COc1ccc(-c2cc(C(F)(F)F)n3ncc(C(=O)NCc4ccccc4)c3n2)cc1OC	-1.0	-7	-11	-0.1
CC(C)(C)c1ccc(/C=C2/N=C(c3ccc([N+](=O)[O-])cc3)OC2=O)cc1	0.0	12	6	0.0

Random excerpt: 2 compounds from above.
SMILES	GPR151 ag	MITF inh	TEAD-YAP block	FBW7 act
COc1ccc(-c2cc(C(F)(F)F)n3ncc(C(=O)NCc4ccccc4)c3n2)cc1OC	-1.0	-7	-11	-0.1
Cc1ccc2oc(C(=O)Nc3ccccc3F)cc(=O)c2c1	0.0	-3	5	0.4

(listing goes on)
SMILES	GPR151 ag	MITF inh	TEAD-YAP block	FBW7 act
COc1ccc(S(=O)(=O)N(CC(=O)Nc2cccc(Cl)c2C)c2ccc(C)cc2)cc1	-0.4	9	3	0.2
O=C(CSc1ncn[nH]1)Nc1c(Cl)cccc1Cl	0.9	-8	7	-0.1
COc1ccc(Cl)cc1NC(=O)CSc1nnc2[nH]c(=O)c(C)c(C)n12	-1.4	4	11	0.1
COc1cccc(-n2cc(C(=O)NCCC(=O)NCc3ccc(F)cc3)c3ccccc3c2=O)c1	-0.3	-3	0	0.0
CN(C)c1ccc(/C=N/NC(=O)c2ccccc2O)o1	1.1	1	1	0.0
O=C(CSc1nc2ccccc2c(=O)n1NC(=O)c1ccc(F)cc1)NCc1ccccc1	-0.1	-1	-5	0.5
COc1ccccc1OCCn1c(C(F)(F)F)nc2ccccc21	0.1	-2	-18	0.3
O=C(Cn1nnnc1CN1CCCCCC1)N1CCC[C@H]1CO	-0.5	-13	-1	0.0
COC(=O)CCNC(=O)Nc1cccc(Cl)c1	-1.4	3	-2	0.2
CCOc1ccccc1N(C)C(=O)c1cc(S(=O)(=O)N(CC)c2ccccc2)ccc1F	-0.1	16	12	0.2
CCCOC(=O)C1=C(C)NC2=C(C(=O)CC(C)(C)C2)C1c1ccccc1I (stereo not given)	-0.5	18	8	1.4
C=CCc1ccc(OCCOc2ccc(/C=C3/C(=N)N4N=C(CC(C)C)SC4=NC3=O)cc2)c(OC)c1	-0.4	9	0	0.2
O=C(Nc1cccnc1)C1CCN(c2ccc(-c3ccc(F)cc3)nn2)CC1	-8.6	4	-69	0.0
O=C(CCCSc1ccc(NC(=O)C2CC2)nn1)NCCc1ccccc1	-0.4	-8	5	-0.2
CCc1ccc(NC(=S)N2CCC(NC(=O)C3CC3)CC2)cc1	1.2	-1	-38	1.1
Cc1ccc(-n2[nH]c(C)c(C=Nc3ccccc3[N+](=O)[O-])c2=O)cc1	0.4	13	1	-0.3
Oc1ccc(CNc2cccc(Cl)c2)c2cccnc12	-0.5	52*	15	-1.2
COc1cc(-c2nnn(CC(=O)N3CCCCC3)n2)cc(OC)c1OC	2.4	2	-2	-0.1
O=Cc1cn(CC(=O)NCc2ccc3c(c2)OCO3)c2ccccc12	0.3	-29	12	-0.1
CCCN1CCN(C(=O)CCc2nnc(CCc3cccc(OC)c3)o2)CC1	0.2	-15	-4	0.1

Reprinted from the part before: two compounds, then new ones.
SMILES	GPR151 ag	MITF inh	TEAD-YAP block	FBW7 act
O=Cc1cn(CC(=O)NCc2ccc3c(c2)OCO3)c2ccccc12	0.3	-29	12	-0.1
CCCN1CCN(C(=O)CCc2nnc(CCc3cccc(OC)c3)o2)CC1	0.2	-15	-4	0.1
Cc1cc2c(c(C)c1C)CC(C)(C)N=C2N1CCOCC1	-0.5	-13	-5	0.0
c1ccc(N(CCSc2cccc3cccnc23)CCSc2cccc3cccnc23)cc1	0.2	-1	-2	-0.1
CC(C)(C)C(=O)C1C(c2ccc(Br)cc2)C(C#N)(C#N)C2C=Cc3ccccc3N12 (stereo not given)	0.9	-3	2	0.1
CCN1CCN(CCOc2ccccc2OCc2ccccc2)CC1	-2.5	66*	3	0.3
O=C(CCS(=O)(=O)c1ccc(F)cc1)Nc1ccc(-c2nc3ccccc3[nH]2)cc1	-1.7	1	-44	0.0
O=C(OCc1ccc([N+](=O)[O-])cc1)c1ccccn1	0.1	-7	-2	-0.4
Cc1c(OCc2ccc(C(=O)O)cc2)ccc2c(-c3ccccc3)cc(=O)oc12	1.5	8	0	-0.1
COc1ccccc1N1CCN(Cc2ccc(OC)c(OC)c2OC)CC1	0.2	28	4	-0.1
Cc1ccc2c(c1)CN(CCC(=O)N1CCC(C(=O)N3CCCC3)CC1)CC(C)O2 (stereo not given)	-1.4	8	-2	0.2
COc1cccc(C2C=C(Nc3ccc(C)cc3)C(=O)N2c2ccc(C)cc2)c1 (stereo not given)	0.5	7	-12	-0.1
CCC(=O)Oc1ccc2c(=O)c(-c3ccc(OC)c(OC)c3)c(C(F)(F)F)oc2c1	-0.2	7	4	0.4
C/C(=N\NC(=O)c1cc(-c2ccncc2)nc2ccccc12)c1ccc(-n2ccnc2)cc1	1.2	-11	43*	-0.1
CCOC(=O)C(C)N1C(=O)S/C(=C/c2cccc(F)c2)C1=O (stereo not given)	0.6	15	-7	0.1
O=C(N/N=C/c1ccc(O)cc1O)c1cc([N+](=O)[O-])ccc1O	-6.7	9	-34	-0.7
CC(=O)c1sc(N2N=C(c3ccc(F)cc3)CC2c2ccc(C(C)C)cc2)nc1C (stereo not given)	-0.1	-10	-9	-0.2
OCCNC(=S)Nc1ccc(N2CCOCC2)cc1	-1.1	-1	2	-0.3
CCOc1ccc(NC(=O)c2ccc(-n3c(N)cc4ccccc4c3=O)cc2)cc1	-1.9	13	-3	0.2
COCCN(CCOC)C(=O)COC(=O)c1ccc(Cl)c(N)c1	0.3	-10	7	0.0
CCOC(=O)Nc1nc(C)c(C(=O)N(C)C)s1	-0.8	10	8	0.1
CC(C)(C)C(Cn1ccnc1)NCc1c(C(=O)N2CCOCC2)nc2ccccn12 (stereo not given)	-0.6	12	-2	1.0
